Source: PubChem (National Center for Advancing Translational Sciences (NCATS))
D2 potentiator: HTS Assay for Positive Allosteric Modulators of the Human D2 Dopamine Receptor: Primary Screen for Potentiators; D(2) dopamine receptor (Homo sapiens), P14416; potentiation, % at 10 µM; hit rate 0.34% among 340,000; HEK293 T-REx D2, calcium flux, EC20 dopamine potentiation;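 active = potentiation over 3 SD above the plate norm, cut at about 30% in these data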; note: 0% is about no effect
Target sequence (P14416 whole entry, looked up): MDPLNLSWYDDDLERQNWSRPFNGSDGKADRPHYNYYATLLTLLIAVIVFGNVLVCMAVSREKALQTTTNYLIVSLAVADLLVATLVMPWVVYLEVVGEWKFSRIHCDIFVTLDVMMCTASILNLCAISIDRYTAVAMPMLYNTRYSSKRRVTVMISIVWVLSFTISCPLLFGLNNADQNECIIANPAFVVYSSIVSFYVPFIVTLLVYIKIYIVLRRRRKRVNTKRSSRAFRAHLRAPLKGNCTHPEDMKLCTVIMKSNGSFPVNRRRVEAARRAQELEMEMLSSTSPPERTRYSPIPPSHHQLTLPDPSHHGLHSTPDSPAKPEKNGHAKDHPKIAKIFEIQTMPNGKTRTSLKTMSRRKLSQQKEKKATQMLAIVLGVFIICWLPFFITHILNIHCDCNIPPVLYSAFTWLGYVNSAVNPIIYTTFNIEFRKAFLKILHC
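Cells plated with tetracycline inducer and held overnight at 30 C; calcium dye loaded 30–90 min at room temperature; baseline taken, compound added and read 180 s; EC20 dopamine then added and read 180 s.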
TRHR PAM: qHTS for Small Molecule Agonists and Allosteric Enhancers of Human TRH Receptor: Primary Screen for Enhancers. enhancement, % at 2 µM. TRHR cells, fluo-8 calcium fluorescence, EC20 TRH enhancement. hit rate 0.66% among 360,000. Thyrotropin-releasing hormone receptor (Homo sapiens), P34981; in the data active = enhancement above about 30%; note: 0% is about no effect
Target sequence (P34981 whole entry, looked up): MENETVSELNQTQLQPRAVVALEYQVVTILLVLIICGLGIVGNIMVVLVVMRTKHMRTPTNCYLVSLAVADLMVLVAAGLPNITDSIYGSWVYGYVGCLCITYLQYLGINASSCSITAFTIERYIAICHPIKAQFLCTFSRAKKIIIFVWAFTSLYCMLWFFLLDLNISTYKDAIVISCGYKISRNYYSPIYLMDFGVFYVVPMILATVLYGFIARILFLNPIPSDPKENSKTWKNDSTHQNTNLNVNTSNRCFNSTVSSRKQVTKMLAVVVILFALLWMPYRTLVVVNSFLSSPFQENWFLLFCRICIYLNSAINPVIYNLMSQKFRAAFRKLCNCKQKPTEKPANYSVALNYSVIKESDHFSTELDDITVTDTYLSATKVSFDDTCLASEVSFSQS
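Enhancer read-out: after compound pinning and an initial kinetic agonist-mode read, an EC20 of TRH (10 nM final) was injected and fluo-8 calcium signal (Ex 480/Em 530) followed at 1 s/cycle for 100 cycles in TRHR-expressing cells.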
D1 antagonist: Antagonist of Human D 1 Dopamine Receptor: qHTS | D(1A) dopamine receptor (Homo sapiens), P21728 | HEK293 TREx D1 cells, calcium flux, dopamine EC80; stronger effect = lower value | activity change, negative = inhibition, % at 10 µM | hit rate 3.2% among 360,000; in the data active = activity change below about -30%; note: % is set by controls: 0 for no effect and ±100 for the full control effect
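Tetracycline-induced HEK293 Trex D1 cells, force-coupled to calcium, dye-loaded; compounds added and read 180 s, then EC80 dopamine added and calcium flux tracked kinetically another 180 s.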
TRHR agonist: qHTS for Small Molecule Agonists and Allosteric Enhancers of Human TRH Receptor: Primary Screen for Agonists; Thyrotropin-releasing hormone receptor (Homo sapiens), P34981; hit rate 0.18% among 360,000; activation, % at 2 µM; TRHR cells, calcium flux fluo-8, FDSS agonist mode; AID 493084, 2011; note: 0% is about no effect
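TRHR-expressing cells loaded with fluo-8 calcium dye; 23 nL library compound pin-transferred, kinetic FDSS fluorescence (Ex 480/Em 530) recorded about 180 s for agonist-induced calcium release, before a 10 nM TRH EC20 addition for potentiator mode.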
D2 agonist: HTS Assay for Allosteric Agonists of the Human D2 Dopamine Receptor: Primary Screen for Agonists | HEK293 T-REx D2 cells, calcium flux agonist mode | activation, % at 2 µM | hit rate 0.53% among 340,000;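 active = activation over 3 SD above normal in the single-dose calcium agonist read, cut at about 30% in these data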; note: 0% is about no effect
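Tetracycline-induced HEK293 T-REx cells with force-coupled D2 receptor, plated overnight at 30 C, loaded with no-wash calcium dye. After a 10 s baseline, compound was pin-added and calcium flux read kinetically for 180 s; calcium rises flagged agonists.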
D1 PAM: Potentiators of Human D1 Dopamine Receptor: qHTS. D(1A) dopamine receptor (Homo sapiens), P21728. HEK293 TREx D1 cells, calcium flux, dopamine EC20 potentiation. potentiation, % at 10 µM. hit rate 0.036% among 360,000. AID 504651, 2011; in the data active = potentiation above about 30%; note: 0% is about no effect
RXFP1 antag: qHTS Assay for Antagonists of the Relaxin Receptor RXFP1; HEK293-RXFP1, relaxin-stimulated cAMP HTRF, 30 min; stronger effect = lower value; activity change, negative = inhibition, % at 57.5 µM; hit rate 0.59% among 350,000;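 active = activity change of -60% or lower, but not beyond a set lower limit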; note: % is set by controls: 0 for no effect and ±100 for the full control effect
D1 agonist: Allosteric Agonists of the Human D1 Dopamine Receptor: qHTS; HEK293 T-REx D1 cells, calcium flux, agonist mode; activation, % at 2 µM; hit rate 1% among 360,000; AID 504660, 2011; note: 0% is about no effect
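Agonism was scored from calcium flux recorded over 180 s (1 read/s) after pintool compound addition, following a 10-cycle baseline. Cells were inducible force-coupled HEK293 TREx D1, plated overnight at 30 C and loaded with no-wash calcium dye.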
D2 antag: HTS Assay for Allosteric Antagonists of the Human D2 Dopamine Receptor: Primary Screen for Antagonists; D(2) dopamine receptor (Homo sapiens), P14416; HEK293 TREx D2 cells, calcium flux, dopamine EC80; inhibition, % at 10 µM; hit rate 2% among 340,000; AID 485344, 2010; in the data active = inhibition above about 30%; note: 0% is about no effect
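Calcium flux kinetic readout in an inducible HEK293 TREx D2 line plated overnight at 30 C. After 180 s compound exposure, an EC80 dopamine challenge follows with another 180 s kinetic read to detect antagonism.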
* hit, by the source's call; · = not tested or not shown. Cut-off read from the data, not from the text of the source, unless noted: active = activation above about 30%; inactive = the rest.

SMILES | D2 potentiator | TRHR PAM | D1 antagonist | TRHR agonist | D2 agonist | D1 PAM | RXFP1 antag | D1 agonist | D2 antag
COc1ccc(C(=O)N2CCN(c3nc4c(C)c(Cl)ccc4s3)CC2)c(OC)c1 | 0 | -1 | · | -0.1 | 0.3 | 0 | · | 6 | ·
CCC1CCCCN1CCCNS(=O)(=O)c1ccc2c(c1)oc(=O)n2C (configuration not stated) | -7 | 9 | 20 | -0.3 | 0.2 | -2 | -11 | 0 | -29
Cc1nc2ccc(F)cc2cc1C(=O)NCc1ccco1 | 7 | 0 | 0 | 0.3 | 1.5 | -3 | 3 | 2 | -17
CC(=O)Oc1ccc2occ(/C=N/c3cc(=O)[nH]c(=S)[nH]3)c(=O)c2c1 | 11 | 7 | 17 | -1.0 | -3.9 | 2 | 0 | -1 | 16
O=C(c1ccccc1)c1cc([N+](=O)[O-])ccc1N1CCCC1 | 2 | -5 | -4 | -1.8 | -0.3 | 1 | 7 | 2 | -12
COc1ccc(NC(=O)c2cccnc2Nc2ccccc2)cc1 | -1 | -6 | -6 | -0.7 | -0.9 | 0 | -12 | 2 | -16
S=c1[nH]c2ccccc2o1 | 15 | 19 | 5 | 1.3 | 1.6 | -5 | -7 | 5 | -1
Cc1cccc(N(C)C(=O)c2coc(=O)c3ccccc23)c1 | -15 | -4 | 0 | -0.2 | -0.2 | -3 | 5 | -1 | 2
Fc1cnc(N/N=C/c2ccc(-c3ccc(Br)cc3)o2)nc1N1CCOCC1 | 7 | 4 | 2 | -0.2 | 1.2 | -1 | -15 | 2 | -2
CCOc1ccccc1NC(=O)CSc1nnc(-c2ccccc2Cl)n1Cc1ccco1 | 5 | -2 | 29 | -1.2 | -0.6 | 7 | 14 | 7 | -14
Cc1ccc(C(=O)NNC(=O)c2cccc(Br)c2)cc1 | -5 | 0 | -11 | -1.1 | -1.6 | 4 | -2 | 6 | 13
CN(C)S(=O)(=O)Nc1ccc2c(c1)OCO2 | -2 | 2 | 4 | 0.0 | 0.9 | 1 | -14 | 3 | 28
Cc1ccc(C(N)=S)c(C)c1 | -6 | 5 | 2 | -0.1 | -1.0 | -13 | -4 | 4 | -11
O=S(=O)(NCCc1csc2nc(-c3ccc(Cl)cc3)nn12)c1ccc(Oc2ccccc2)cc1 | 0 | 1 | · | 0.8 | 1.3 | -4 | 6 | 12 | ·
O=C(Cn1nnc(-c2ccc(N3CCOCC3)cc2)n1)OC1CCCCC1 | -1 | -3 | -14 | 0.3 | -0.3 | -4 | -10 | 7 | -9
NC(=O)c1ccc(Oc2ccc(Cl)c3ccccc23)c([N+](=O)[O-])c1 | 9 | 31* | 2 | -0.1 | -1.0 | -5 | -13 | 2 | 1
CS(=O)(=O)N(CC(=O)Nc1ccc(C(N)=O)cc1)C1CCCCC1 | -5 | 2 | -5 | 0.9 | -0.1 | 3 | -3 | 1 | -4
O=C(O)CC(NC(=O)COc1ccc(Cl)cc1Cl)C(=O)O (configuration not stated) | 16 | 5 | -8 | -1.0 | 0.2 | -5 | -7 | 1 | -17
COc1ccc(NC(=O)CCCc2nc(-c3ccco3)no2)c(OC)c1 | · | -4 | -3 | -0.3 | 2.8 | -1 | -1 | 2 | ·
CC(=O)c1sc(NC(=O)C(C)Oc2ccc3c(C)cc(=O)oc3c2)nc1C (configuration not stated) | 2 | 19 | 4 | -0.2 | 0.3 | -1 | 5 | 6 | 1
O=C(NCc1ccc2c(c1)OCO2)c1cc2ccccc2oc1=O | 5 | 20 | 1 | -0.9 | 0.2 | 2 | 6 | 3 | -15
Cc1ccc(OCc2nnc(NC(=O)OCC(C)C)s2)c(C)c1 | 0 | 4 | 1 | 0.6 | 0.4 | 1 | · | 4 | 10
CCOc1cc(C2NC(=O)c3ccccc3O2)ccc1OC(C)C (configuration not stated) | 0 | -3 | -18 | 0.8 | 0.7 | 1 | 2 | 4 | 3
O=C(Cn1c(=O)n(Cc2ccc(C(=O)NCc3ccccc3Cl)cc2)c(=O)c2ccccc21)Nc1ccc(F)c(Cl)c1 | · | -3 | 14 | 1.9 | -0.7 | -3 | · | 5 | ·
CC(=O)c1c(C)[nH]c(C(=O)N2CCN(c3ccc(F)cc3)CC2)c1C | 7 | 7 | -15 | 0.8 | 0.2 | 1 | -10 | 5 | 8
CC(NC(=O)c1ccc(CS(C)(=O)=O)cc1)C1CC2CCC1C2 (configuration not stated) | -5 | 3 | 20 | 0.2 | -0.2 | 1 | -1 | 2 | -5
CCOC(=O)C1CCCN(C(=O)c2cn(CC)c3ccc(S(=O)(=O)N4CCCC4)cc3c2=O)C1 (configuration not stated) | -3 | -13 | -9 | 0.2 | 0.6 | -6 | 10 | 4 | 8
CCOc1ccc(Nc2ncnc3c2nc2n3CCCC2)cc1 | -1 | -14 | -4 | 0.1 | 0.5 | -2 | -4 | -1 | ·
CC(NC(=O)CN(C)CC(=O)Nc1cccc(F)c1)c1ccccc1 (configuration not stated) | -1 | 14 | 2 | -0.2 | 0.2 | 2 | -5 | 1 | -7
COC(=O)C(F)(Sc1c(C)n(C)n(-c2ccccc2)c1=O)C(F)(F)F (configuration not stated) | 0 | -1 | 13 | 0.1 | 0.0 | -2 | 6 | 0 | -5

Given with two lines to a compound: 4 of the compounds above
The line under a structure holds: D2 potentiator	TRHR PAM	D1 antagonist	TRHR agonist	D2 agonist	D1 PAM	RXFP1 antag	D1 agonist	D2 antag
> Cc1nc2ccc(F)cc2cc1C(=O)NCc1ccco1
 : 7	0	0	0.3	1.5	-3	3	2	-17
> CC(=O)c1c(C)[nH]c(C(=O)N2CCN(c3ccc(F)cc3)CC2)c1C
 : 7	7	-15	0.8	0.2	1	-10	5	8
> NC(=O)c1ccc(Oc2ccc(Cl)c3ccccc23)c([N+](=O)[O-])c1
 : 9	31*	2	-0.1	-1.0	-5	-13	2	1
> CC(=O)c1sc(NC(=O)C(C)Oc2ccc3c(C)cc(=O)oc3c2)nc1C (configuration not stated)
 : 2	19	4	-0.2	0.3	-1	5	6	1

Remaining list, next part.
SMILES | D2 potentiator | TRHR PAM | D1 antagonist | TRHR agonist | D2 agonist | D1 PAM | RXFP1 antag | D1 agonist | D2 antag
O=c1c2cc3c(cc2[nH]c(=S)n1Cc1ccco1)OCO3 | -6 | -4 | 2 | 0.8 | 0.4 | 4 | -18 | 4 | -1
Cc1ccc(Cl)cc1NC(=O)c1cc(-c2ccc3c(c2)OCCO3)on1 | -13 | 24 | -7 | 1.3 | 3.1 | 0 | · | 3 | ·
CCn1ncc(/C=C/C(=O)NCc2cnn(C)c2C)c1C | 4 | -1 | -8 | 0.3 | -0.1 | -7 | -2 | 4 | -2
Clc1ccc(-c2nc(Cc3ccccc3Cl)no2)cc1 | 22 | 8 | 1 | 0.1 | -1.6 | 18 | -10 | 4 | 13
Cc1cc2nc(Cl)c(Cl)nc2cc1C | -14 | 0 | 1 | -0.3 | 0.6 | -6 | 7 | 2 | -6
NC(=O)N/N=C/c1coc2ccc(O)cc2c1=O | 3 | 10 | 11 | -1.8 | -0.9 | 0 | -2 | 2 | 4
Cc1ccc(S(=O)(=O)N2CCOCC2)cc1NC(=O)CSc1nnc2cc(C)c3ccccc3n12 | 15 | 0 | -8 | 0.3 | -0.8 | 3 | -3 | -1 | -9
Cc1ccccc1OCC(=O)Nc1ccc2nc(SCC(N)=O)sc2c1 | 6 | -1 | -2 | 0.4 | -1.0 | -1 | · | 5 | ·
CCCc1cc(=O)n2[nH]c(C)c(-c3ccc(Cl)cc3)c2n1 | -7 | 0 | -5 | -1.7 | -0.3 | -1 | · | 3 | -35
Cc1nnc(NC(=O)CCSc2ccc(Cl)cc2)s1 | 18 | -1 | -11 | -1.0 | -0.1 | -4 | 1 | 0 | -37
NC(=O)CNC(=O)C1CCCc2c1[nH]c1ccc(Cl)cc21 (configuration not stated) | · | -1 | -4 | 0.6 | · | 4 | -2 | 2 | ·
CC(C)[C@@H]1C=C(C(=O)O)O[C@H](OCCCCO)C1 | 9 | 2 | 8 | 0.3 | 0.8 | 6 | · | 1 | 23
O=C(CCN1C(=O)S/C(=C\c2ccccc2)C1=O)Nc1ccc(O)cc1C(=O)O | 9 | -3 | -12 | -0.9 | -0.5 | 0 | 11 | 0 | 7
CCOC(=O)c1cccc(C2=CC(=O)C[C@H](c3ccc(OC)c(OC)c3)C2)c1 | 12 | -1 | -4 | -0.2 | 0.1 | 1 | · | 0 | 5
CCOc1ccc(CNC(=O)CCS(=O)(=O)c2cc3c4c(c2)CCN4C(=O)CC3)cc1 | -3 | -4 | 5 | 0.2 | 0.3 | -2 | · | 2 | ·
CCCCN(C(=O)c1oc2ccc(OCC)cc2c1C)c1c(N)n(CCCC)c(=O)[nH]c1=O | -5 | -8 | -11 | -0.1 | -0.1 | -4 | -6 | -1 | 19
CN(C)c1ccc(/C=C(/NC(=O)c2ccccc2Cl)C(=O)NCCN2CCOCC2)cc1 | · | -1 | -18 | 3.0 | · | -8 | -11 | 5 | ·
COc1cccc(-n2c(=O)c3c4c(sc3n(Cc3ccc(C)cc3)c2=O)CCCC4)c1 | -6 | -22 | 0 | 1.4 | 0.8 | 4 | -4 | 0 | ·
COc1ccccc1NC(=O)Nc1ccc2c(c1)OCCO2 | 4 | -5 | 1 | -0.1 | -0.2 | -2 | -1 | 2 | 12
CCOC(=O)c1c(C)[nH]c(C(=O)CSc2ccc(Cl)cc2)c1C | 3 | -3 | -7 | -0.1 | -1.4 | -5 | 17 | 8 | 0
C=C(C)C(=O)N1CC2(CC(c3cccc(NC(=O)c4ccccc4)c3)=NO2)C[C@@H]1C(N)=O (some centres not stated) | 9 | -6 | -7 | -0.1 | 0.4 | 7 | · | 1 | -2
N#C/C(=C\c1ccc(O)c([N+](=O)[O-])c1)c1nc2ccccc2s1 | 0 | 1 | -5 | 2.0 | 1.6 | -6 | 12 | 25 | -2
O=C(O)CC/C(=N\NC(=O)CNC(=O)/C=C/c1ccccc1)c1ccccc1 | -9 | 6 | -13 | -0.3 | -0.1 | -2 | -5 | 0 | -7
NS(=O)(=O)c1ccc(CCNC(=O)c2cccc(S(=O)(=O)N3CCCC3)c2)cc1 | 10 | -1 | 3 | -0.4 | 0.4 | -3 | -6 | 2 | 5
CCCCNc1cc(Cl)nc(N)n1 | 3 | 4 | -2 | -0.4 | 0.8 | 1 | -9 | 2 | -3
CCOC(=O)C1CCN(Cc2ccccc2C(F)(F)F)CC1 | -5 | -1 | 2 | -0.1 | -0.4 | -2 | -18 | 0 | 0

Not a hit list. Share with any hit: about 7.3%.
